ERp5 inh: inhibitors of ERp5-driven insulin aggregation, primary screen, biochemical, turbidity, absorbance 650 nm, single point; Protein disulfide-isomerase A6 (Homo sapiens), Q15084; 90 min; actives 0.05% (n = 350,000); inhibition, % at 9.99 µM;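 active means mean replicate inhibition above about 25%, with every replicate also reaching it, limit read from the data, passing the limit was not always enough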
Target sequence (Q15084 whole entry, looked up): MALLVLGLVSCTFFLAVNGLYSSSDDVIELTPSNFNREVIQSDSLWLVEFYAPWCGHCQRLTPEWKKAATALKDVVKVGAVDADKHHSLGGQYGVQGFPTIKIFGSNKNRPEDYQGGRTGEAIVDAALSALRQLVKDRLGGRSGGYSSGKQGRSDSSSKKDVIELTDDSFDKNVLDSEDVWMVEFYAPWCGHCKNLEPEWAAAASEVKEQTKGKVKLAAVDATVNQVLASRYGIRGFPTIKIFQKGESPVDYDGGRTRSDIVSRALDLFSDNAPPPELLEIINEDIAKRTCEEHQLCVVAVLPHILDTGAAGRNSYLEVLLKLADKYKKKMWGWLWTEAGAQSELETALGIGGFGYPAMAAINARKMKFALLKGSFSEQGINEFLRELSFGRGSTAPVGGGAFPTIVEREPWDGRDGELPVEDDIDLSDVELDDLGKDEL
miR-122 sensor: miR-122 Renilla sensor signal increase in Huh7, primary screen, miR-122 inhibitor project, cell-based, single point, plate reader. Huh7 miR-122 Renilla luciferase sensor, 48 h; neutral wells = 0, positive control = 100. activation (reporter increase), % at 12.5 µM. actives 0.3% (n = 340,000). AID 602342, 2012;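 active means mean replicate activation score at least 90 and every replicate individually at or above 90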;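 further: higher luciferase means less miR-122 activity so hits act as miR-122 inhibitors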
Statin myotox sup: suppressors of statin myotoxicity in C2C12 myotubes, primary screen, cell-based, single point, plate reader; C2C12 myotubes + simvastatin, ATP luminescence, 48 h; scaled: DMSO 0, geranylgeraniol control 100; rescue of ATP level, % at 7.49 µM; actives 0.78% (n = 330,000);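 active means mean ATP rescue above about 67%, or every replicate alone reaching that limit, limit read from the data, passing the limit was not always enough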;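 further: myotubes were challenged with 10 µM simvastatin during compound exposure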
ARNT TACC3 PPI: disruptors of ARNT/TACC3 protein interaction, primary screen, biochemical, AlphaScreen, single concentration; AlphaScreen His-ARNT PAS-B/GST-TACC3 binding, luminescence; TACC3 fragment carries E629A point mutation; inhibition, % at 9.99 µM; actives 0.66% (n = 390,000);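 active means mean inhibition of replicates at least 50% and at least half of replicates each reaching 50%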;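 further: 0% = complete ARNT plus TACC3 wells and 100% = ARNT alone without TACC3; many hits fall short of the cut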
esBAF inh: Bmi1 luciferase reporter increase in mESCs, primary screen, esBAF inhibitor project, mouse ES cells, Bmi1 luciferase knock-in, single point; 24 h; 100% = twice the neutral-well signal; reporter increase, % at 12.5 µM; actives 2% (n = 350,000); in the data active means activation above about 40%;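 further: 0% = median of the plate's neutral control wells and 100% = double that signal; a rise in the Bmi1 reporter signal indicates esBAF inhibition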
Cneo AK release: Cryptococcus neoformans cell lysis inducers, primary screen, AK release luminescence, single concentration; C. neoformans lysis, adenylate kinase release luminescence, 4 h; normalised: neutral wells 0, clomiphene wells 100; lysis activity, % at 15 µM; actives 0.2% (n = 360,000);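 active means mean lysis activity across replicates of at least 80%, whatever share of replicates individually reach that level; inactive means mean lysis activity below 80%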
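Material – log-phase Cryptococcus neoformans yeast cells · Input – 5 × 10^6 yeast cells/mL · Medium – fresh YPD growth medium · Doses – single compound concentration per well · Timing – static 4 h at 37 °C with compound, 1 h detection · Detection – adenylate kinase release luminescence · Read-out – signal increase indicating cell lysis · Control set – Clomiphene as positive lysis control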
SIRT5 inh: SIRT5 desuccinylase inhibitors, primary screen, biochemical, fluorescence imaging, single point, set 5. inhibition, % at 15 µM. NAD-dependent protein deacylase sirtuin-5, mitochondrial (Homo sapiens), Q9NXA8. actives 1.1% (n = 330,000). AID 652115, 2013. Purified SirT5, succinyl-peptide AMC, trypsin-coupled fluorescence; in the data active means inhibition above about 15%
Target sequence (Q9NXA8 whole entry, looked up): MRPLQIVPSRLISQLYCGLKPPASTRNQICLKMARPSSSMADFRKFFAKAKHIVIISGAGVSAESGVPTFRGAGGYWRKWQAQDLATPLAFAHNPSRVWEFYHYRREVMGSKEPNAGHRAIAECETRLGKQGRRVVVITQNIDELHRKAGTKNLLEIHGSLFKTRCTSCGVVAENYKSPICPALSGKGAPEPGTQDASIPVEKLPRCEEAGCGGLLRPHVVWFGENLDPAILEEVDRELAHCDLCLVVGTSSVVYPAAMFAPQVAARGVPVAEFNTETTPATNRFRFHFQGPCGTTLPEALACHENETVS
Starred values were filed as active, the others as inactive; [ ] = remark or other dose.

What do the screens show for `O=C(COC(=O)c1ccc(Br)o1)NCc1ccc2c(c1)OCO2`?
ERp5 inh: -11; Statin myotox sup: 2; ARNT TACC3 PPI: 1; esBAF inh: 7; Cneo AK release: 2; SIRT5 inh: 0

What do the screens show for `C[C@@H]1CN([C@@H](C)CO)C(=O)Cc2cc(NC(=O)Nc3ccc4c(c3)OCO4)ccc2O[C@@H]1CN(C)Cc1ccc2c(c1)OCO2`?
ERp5 inh: 3; miR-122 sensor: -4[16.7 µM]; Statin myotox sup: -18; ARNT TACC3 PPI: 0; esBAF inh: 1; Cneo AK release: 2; SIRT5 inh: -5

How did CCc1cc2c(=O)[nH]c(N3CCOCC3)nc2s1 do in these assays?
miR-122 sensor: 2; Statin myotox sup: -5; ARNT TACC3 PPI: -3; esBAF inh: 23; Cneo AK release: 0

How did CCOC(=O)c1ccc(NC(=O)c2nc[nH]c2C(=O)NCCCCNC(=O)c2[nH]cnc2C(=O)Nc2ccc(C(=O)OCC)cc2)cc1 do in these assays?
ERp5 inh: 2; miR-122 sensor: -1; Statin myotox sup: 8; esBAF inh: 1; Cneo AK release: 0; SIRT5 inh: -1

What do the screens show for `CN1CCN(C(=O)/C(=C/c2cccnc2)NC(=O)c2cccc(Br)c2)CC1`?
ERp5 inh: 3; miR-122 sensor: 3; ARNT TACC3 PPI: -4; Cneo AK release: -1; SIRT5 inh: 0

What do the screens show for `CSc1ccc(CN(C)C(=O)C23CC4CC(CC(Cl)(C4)C2)C3)cc1`?
ERp5 inh: -1; miR-122 sensor: 3; Statin myotox sup: 2; ARNT TACC3 PPI: -2; esBAF inh: -4; Cneo AK release: -1; SIRT5 inh: -4

How did COC(=O)C(C)Nc1cccc(Br)c1 (configuration not stated) do in these assays?
ERp5 inh: -1; miR-122 sensor: 3; Statin myotox sup: -1; ARNT TACC3 PPI: -3; esBAF inh: -6; Cneo AK release: -1; SIRT5 inh: -3

What do the screens show for `O=C(CN1CCN(S(=O)(=O)c2ccc(Br)cc2)CC1)N/N=C/c1ccncc1`?
ERp5 inh: -12; ARNT TACC3 PPI: 1; SIRT5 inh: -4

What do the screens show for `COc1ccc(CNC(=O)c2ccc(S(=O)(=O)N3CCCC3)cc2)cc1OC`?
miR-122 sensor: 0; Statin myotox sup: -5; ARNT TACC3 PPI: -2; esBAF inh: -10; Cneo AK release: 4

How did COc1cccc(OCC(=O)NC2CCCCCC2)c1 do in these assays?
ERp5 inh: 5; miR-122 sensor: 1; Statin myotox sup: -2; ARNT TACC3 PPI: 4; esBAF inh: 16; Cneo AK release: 9; SIRT5 inh: 0

Results for CC(=O)Nc1nnc(SCC(=O)N2CCCc3ccccc32)s1 ?
ERp5 inh: 0; ARNT TACC3 PPI: -7; SIRT5 inh: 0

How did Cc1ccc(Oc2nc3c(c(=O)n(Cc4ccccc4F)c(=O)n3C)n2C)cc1 do in these assays?
ERp5 inh: -3; miR-122 sensor: 3; Statin myotox sup: -9; ARNT TACC3 PPI: -7; esBAF inh: 1; Cneo AK release: -1; SIRT5 inh: 0

What do the screens show for `CCOC(=O)c1c(C)[nH]c(C(=O)OCc2ccccc2)c1C`?
ERp5 inh: 1; miR-122 sensor: -7; Statin myotox sup: 7; ARNT TACC3 PPI: -3; esBAF inh: 76*; Cneo AK release: -3; SIRT5 inh: -4

How did O=C1CN(C(=O)NCC(=O)N2CCCC2)c2ccccc2N1 do in these assays?
ERp5 inh: 7; miR-122 sensor: -12; Statin myotox sup: -1; ARNT TACC3 PPI: -14; esBAF inh: -5; Cneo AK release: 0; SIRT5 inh: -2

What do the screens show for `COc1ccc(NC(=O)CC(C)(C)C)c([N+](=O)[O-])c1`?
miR-122 sensor: -3; Statin myotox sup: -16; ARNT TACC3 PPI: 3; esBAF inh: 3; Cneo AK release: -2

Results for COc1cccc(C(=O)Nc2ccc3c(c2)C(=O)N(C)C[C@@H](OC)[C@H](C)CN(C(=O)C2CCCC2)[C@H](C)CO3)c1 ?
ERp5 inh: 2; miR-122 sensor: 2[16.7 µM]; Statin myotox sup: -3; ARNT TACC3 PPI: -29; esBAF inh: -8; Cneo AK release: -4

What do the screens show for `O=C(CN1CCN(Cc2ccc(Cl)cc2)C1=O)NCCCN1CCOCC1`?
ERp5 inh: 1; miR-122 sensor: -6; Statin myotox sup: -8; ARNT TACC3 PPI: 3; esBAF inh: -7; Cneo AK release: 3; SIRT5 inh: 1

What do the screens show for `NC(=O)CSc1nc(N)c2c3c(sc2n1)CCCCC3`?
miR-122 sensor: -7; Statin myotox sup: 6; ARNT TACC3 PPI: 5; esBAF inh: 55*; Cneo AK release: 1

What do the screens show for `Cc1ccc(S(=O)(=O)Nc2ccc3c(c2)C(=O)N([C@H](C)CO)C[C@H](C)[C@@H](CN(C)Cc2ccc4c(c2)OCO4)OCCCC[C@@H](C)O3)cc1`?
ERp5 inh: 1; miR-122 sensor: 4[16.7 µM]; Statin myotox sup: 21; ARNT TACC3 PPI: -6; esBAF inh: -2; Cneo AK release: -2; SIRT5 inh: -1

How did O=C(CCNC(=O)C1CCN(S(=O)(=O)c2ccc(F)cc2)CC1)NCc1cccnc1 do in these assays?
ERp5 inh: -6; miR-122 sensor: 5; Statin myotox sup: 0; ARNT TACC3 PPI: 1; esBAF inh: -3; Cneo AK release: -1; SIRT5 inh: -3

What do the screens show for `COC(=O)c1nccnc1N`?
ERp5 inh: -5; ARNT TACC3 PPI: -2; SIRT5 inh: -3

How did O=C(CCCCCN1C(=O)c2ccccc2C1=O)Nc1ccc(S(=O)(=O)N2CCCCC2)cc1 do in these assays?
miR-122 sensor: -3; Statin myotox sup: -5; ARNT TACC3 PPI: 3; esBAF inh: 12; Cneo AK release: 1

What do the screens show for `CN(C)Cc1cc(C(C)(C)c2cc(CN(C)C)c(O)c(CN(C)C)c2)cc(CN(C)C)c1O`?
miR-122 sensor: 7; Statin myotox sup: -2; ARNT TACC3 PPI: 24; esBAF inh: 4; Cneo AK release: 0

How did COCCNC(=S)N1CCC(C(=O)c2ccc(C)cc2)CC1 do in these assays?
ERp5 inh: -2; Statin myotox sup: 4; esBAF inh: -3; Cneo AK release: -1; SIRT5 inh: -2

How did CC(C)NC(=O)N1C[C@@H]2[C@H](c3ccccc31)[C@H](CO)N2C(=O)c1ccc(F)cc1 do in these assays?
ERp5 inh: -9; miR-122 sensor: -17[16.7 µM]; Statin myotox sup: 2; ARNT TACC3 PPI: 1; esBAF inh: -5; Cneo AK release: 0; SIRT5 inh: -2

How did COc1ccc(NS(=O)(=O)c2nnc(NC(=O)c3ccccc3F)s2)cc1 do in these assays?
ERp5 inh: 2; miR-122 sensor: -4; Statin myotox sup: 3; ARNT TACC3 PPI: -3; esBAF inh: 7; Cneo AK release: 1; SIRT5 inh: 0

Results for CS(=O)(=O)NCCCNc1c(Cl)cccc1[N+](=O)[O-] ?
miR-122 sensor: -1; ARNT TACC3 PPI: -18; esBAF inh: 15; Cneo AK release: 0

How did CCC(C)(C)C1CCC2(CC1)NC(=O)N(CC(=O)NCCc1c[nH]c3ccccc13)C2=O (configuration not stated) do in these assays?
ERp5 inh: -6; miR-122 sensor: 5; Statin myotox sup: -8; ARNT TACC3 PPI: -6; esBAF inh: -4; Cneo AK release: 1; SIRT5 inh: 2

What do the screens show for `O=C(CSc1nnc(CNC(=O)c2c(F)cccc2F)o1)c1ccc(Cl)cc1`?
ERp5 inh: -4; miR-122 sensor: -29; Statin myotox sup: 0; esBAF inh: -7; Cneo AK release: 1; SIRT5 inh: -1

What do the screens show for `CCOc1ccc(/C=N/OCC(=O)NCc2cccs2)cc1`?
miR-122 sensor: 1; ARNT TACC3 PPI: 1; Cneo AK release: -2

Arranged by number of heavy atoms (low to high): part of the list above
How did COc1ccc(NS(=O)(=O)c2nnc(NC(=O)c3ccccc3F)s2)cc1 do in these assays?
ERp5 inh: 2; miR-122 sensor: -4; Statin myotox sup: 3; ARNT TACC3 PPI: -3; esBAF inh: 7; Cneo AK release: 1; SIRT5 inh: 0

How did CC(C)NC(=O)N1C[C@@H]2[C@H](c3ccccc31)[C@H](CO)N2C(=O)c1ccc(F)cc1 do in these assays?
ERp5 inh: -9; miR-122 sensor: -17[16.7 µM]; Statin myotox sup: 2; ARNT TACC3 PPI: 1; esBAF inh: -5; Cneo AK release: 0; SIRT5 inh: -2

How did O=C(CCNC(=O)C1CCN(S(=O)(=O)c2ccc(F)cc2)CC1)NCc1cccnc1 do in these assays?
ERp5 inh: -6; miR-122 sensor: 5; Statin myotox sup: 0; ARNT TACC3 PPI: 1; esBAF inh: -3; Cneo AK release: -1; SIRT5 inh: -3

Next part
How did Cc1ccc(C(=O)NC(=S)NCc2cccnc2)cc1C do in these assays?
ERp5 inh: 2; ARNT TACC3 PPI: 26; SIRT5 inh: -3

What do the screens show for `CN(CC(=O)Nc1ccc(Cl)c(C(F)(F)F)c1)C(=O)c1ccccc1SCC(=O)N1CCCC1`?
ERp5 inh: 4; miR-122 sensor: -8; Statin myotox sup: 0; ARNT TACC3 PPI: 2; esBAF inh: 8; Cneo AK release: -1; SIRT5 inh: -4

What do the screens show for `Cc1nonc1CC(=O)NC1CC(C)(C)Cc2c1cnn2-c1ccc(F)cc1` (configuration not stated)?
ERp5 inh: -2; miR-122 sensor: -1; Statin myotox sup: -1; ARNT TACC3 PPI: -3; esBAF inh: 12; Cneo AK release: -1; SIRT5 inh: -5

What do the screens show for `COCC(=O)Nc1ccc2c(c1)[C@H]1C[C@H](CC(=O)OC)O[C@H](CO)[C@H]1O2`?
miR-122 sensor: -3[16.7 µM]; Statin myotox sup: 0; ARNT TACC3 PPI: -1; esBAF inh: 0; Cneo AK release: 5

How did O=C(Nc1ccc(Cl)cc1)NC1CCS(=O)(=O)C1 (configuration not stated) do in these assays?
ERp5 inh: 3; miR-122 sensor: 14; Statin myotox sup: -6; ARNT TACC3 PPI: -1; esBAF inh: -7; SIRT5 inh: 3

Results for CC1Cc2ccccc2N1C(=O)COc1ccc2c(c1)OCO2 (configuration not stated) ?
ERp5 inh: -1; miR-122 sensor: 2; ARNT TACC3 PPI: 1; Cneo AK release: -1; SIRT5 inh: -1

How did COC(=O)[C@H]1[C@H](c2ccccc2)[C@H](C(=O)OC)O[C@H]1c1ccccc1 do in these assays?
ERp5 inh: -2; miR-122 sensor: 8; Statin myotox sup: -3; ARNT TACC3 PPI: -1; esBAF inh: -1; Cneo AK release: -3; SIRT5 inh: -3

How did Cc1ccc(NC(=O)CN2C(=O)NC(C)(c3ccc(Cl)cc3)C2=O)cc1 (configuration not stated) do in these assays?
ERp5 inh: -1; miR-122 sensor: -1; Statin myotox sup: 18; ARNT TACC3 PPI: -3; esBAF inh: 1; Cneo AK release: 0; SIRT5 inh: -1

How did COc1cccc(NC(=O)C[C@H]2CC[C@@H]3[C@H](COc4ccc(NC(=O)C5CCOCC5)cc4C(=O)N3C)O2)c1 do in these assays?
ERp5 inh: -1; miR-122 sensor: -28[16.7 µM]; Statin myotox sup: 23; ARNT TACC3 PPI: 2; esBAF inh: -1; Cneo AK release: 2; SIRT5 inh: 1

What do the screens show for `CCOc1cc(-c2noc(N)c2C#N)cc(OCC)c1OCC`?
miR-122 sensor: -2; Statin myotox sup: -12; ARNT TACC3 PPI: 0; esBAF inh: -11; Cneo AK release: -6

Results for CCC(Sc1ccc2nnc(CCNS(=O)(=O)c3ccc(OC)cc3)n2n1)C(=O)OC (configuration not stated) ?
ERp5 inh: 9; miR-122 sensor: -1; ARNT TACC3 PPI: -20; SIRT5 inh: 0

Results for C[C@H](CO)N1C[C@H](C)[C@@H](CN(C)Cc2ccc3c(c2)OCO3)Oc2ccc(NC(=O)C3CCCCC3)cc2CC1=O ?
ERp5 inh: 3; miR-122 sensor: -5[16.7 µM]; Statin myotox sup: 36; ARNT TACC3 PPI: 1; esBAF inh: -1; Cneo AK release: 4; SIRT5 inh: 3
